BCLXL inh = inhibitors of human Bcl-xL. GST-Bcl-xL / FITC-Bim BH3 peptide fluorescence polarization. hit rate 0.7% among 320,000. Q07817. inhibition, % at 10.9 µM. AID 2129;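 active = inhibition above the mean of all tested compounds plus 3 SD, cutoff set per campaign, cut at about 30% in these data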;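 note: 0% = DMSO wells and 100% = unlabeled Bim-BH3 peptide competitor; inhibitors lower millipolarization by displacing the labeled peptide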
Target sequence (Q07817 whole entry, looked up): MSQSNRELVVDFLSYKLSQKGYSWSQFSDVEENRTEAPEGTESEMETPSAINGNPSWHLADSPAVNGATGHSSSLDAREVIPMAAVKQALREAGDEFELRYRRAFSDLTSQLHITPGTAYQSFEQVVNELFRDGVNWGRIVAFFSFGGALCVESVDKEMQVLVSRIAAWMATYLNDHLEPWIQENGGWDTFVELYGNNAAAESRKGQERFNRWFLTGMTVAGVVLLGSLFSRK
MCL1 BIM primary = inhibitors of human MCL1 binding to BIM-BH3 peptide. hit rate 0.68% among 320,000. GST-MCL1 / FITC-Bim-BH3 fluorescence polarization. AID 2057. Q07820. inhibition, % at 10.9 µM;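 active = inhibition above the mean inhibition of all tested compounds plus 3 SD, set per campaign, cut at about 40% in these data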;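 note: 0% = DMSO wells and 100% = unlabeled Bim-BH3 peptide control; higher means more loss of mP so more displacement of Bim peptide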
Target sequence (Q07820 whole entry, looked up): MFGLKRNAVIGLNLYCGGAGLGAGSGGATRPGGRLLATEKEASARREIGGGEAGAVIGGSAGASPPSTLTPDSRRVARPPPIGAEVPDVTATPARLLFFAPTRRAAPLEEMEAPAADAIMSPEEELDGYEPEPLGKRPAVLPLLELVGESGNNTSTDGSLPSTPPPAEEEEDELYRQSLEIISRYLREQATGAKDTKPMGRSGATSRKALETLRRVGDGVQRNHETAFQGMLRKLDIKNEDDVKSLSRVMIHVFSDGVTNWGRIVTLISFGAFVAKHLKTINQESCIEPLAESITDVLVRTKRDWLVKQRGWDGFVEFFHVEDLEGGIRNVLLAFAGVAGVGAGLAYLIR
MEX-5 binding = C. elegans MEX-5 TCR-2 RNA binding activity; Q9XUB2; activity score (negative = inhibition of binding), % at 10 µM; MEX-5/FITC-TCR2 RNA binding, fluorescence polarization; active compounds read low; hit rate 0.38% among 300,000;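 active = inhibition past about -25% in most replicates, and total fluorescence under double the plate's negative control median, limit read from the data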;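 note: 0% = DMSO and -100% = 5 µM competing unlabeled TCR2 RNA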
Fam108B inh = Fam108B inhibition, counter-screen for RBBP9 inhibitors. recombinant Fam108B, FP-Rh probe fluorescence polarization. inhibition, % at 9.51 µM. hit rate 0.33% among 300,000. AID 1947;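 active = inhibition above the screen mean inhibition plus 3 SD, computed separately per campaign, cut at about 18% in these data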;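 note: inhibitors lower polarization as less probe binds the enzyme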
GSTO1 inh = blocks human GSTO1 in RBBP9 counter-screen. P78417. recombinant GSTO1, activity-based probe fluorescence polarization. inhibition, % at 5.96 µM. hit rate 1.1% among 300,000. AID 1974;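 active = inhibition above the campaign mean inhibition plus 3 SD, cut at about 35% in these data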;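 note: 0% = GSTO1-1 with DMSO and 100% = wells lacking GSTO1-1 enzyme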
GLD-1 TGE inh = GLD-1-TGE RNA interaction inhibition (C. elegans); purified GLD-1 + fluorescein TGE RNA, fluorescence polarization; hit rate 0.44% among 320,000; inhibition, % at 5.96 µM;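 active = percent inhibition above a per-plate cutoff, the plate mean of test compounds plus 3 SD, cut at about 30% in these data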;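 note: 0% = DMSO wells with GLD-1 and probe and 100% = wells lacking GLD-1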
Target sequence (Q17339 whole entry, looked up): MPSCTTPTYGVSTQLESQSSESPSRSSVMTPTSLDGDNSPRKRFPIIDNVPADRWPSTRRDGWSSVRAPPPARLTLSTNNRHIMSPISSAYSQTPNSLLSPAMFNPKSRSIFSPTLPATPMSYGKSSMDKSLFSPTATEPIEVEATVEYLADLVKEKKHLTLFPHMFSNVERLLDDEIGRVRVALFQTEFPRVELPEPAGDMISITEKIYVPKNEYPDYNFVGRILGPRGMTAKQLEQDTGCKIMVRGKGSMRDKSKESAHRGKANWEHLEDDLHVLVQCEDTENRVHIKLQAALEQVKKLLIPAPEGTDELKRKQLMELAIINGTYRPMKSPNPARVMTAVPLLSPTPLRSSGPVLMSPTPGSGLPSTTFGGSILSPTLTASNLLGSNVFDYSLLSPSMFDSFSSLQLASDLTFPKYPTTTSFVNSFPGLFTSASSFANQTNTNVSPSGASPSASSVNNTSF
PAD4 FP inh = blocks human protein arginine deiminase 4 | Q9UM07 | recombinant PAD4, RCA probe fluorescence polarization | inhibition, % at 6.36 µM | hit rate 0.41% among 330,000 | AID 485272;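 active = percent inhibition above a cutoff equal to the mean of all tested compounds plus 3 SD, cut at about 15% in these data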;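 note: 0% = PAD4 with RCA probe and DMSO and 100% = probe without PAD4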
PME-1 primary = PME-1 (human) inhibition; Q9Y570; recombinant PME-1, FP-Rh probe fluorescence polarization; inhibition, % at 5.9 µM; hit rate 0.53% among 320,000; AID 2130;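 active = inhibition above the campaign mean of all compounds plus 3 SD, cut at about 26% in these data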;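 note: competitive labeling of PME-1 active site by serine hydrolase directed probe; 0% = PME-1 with DMSO and 100% = wells lacking PME-1 enzyme; inhibitors block probe labeling so polarization falls and inhibition rises; many of its hits are not listed in these tables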
TPT1 inhibitor = inhibitors of Candida albicans tRNA 2'-phosphotransferase TPT1; recombinant caTPT1, FP RNA substrate dephosphorylation; inhibition, % at 5 µM; hit rate 0.81% among 300,000; AID 1962;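 active = inhibition above the mean of all tested compounds plus 3 SD, set per screening campaign, cut at about 24% in these data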;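 note: plate controls were DMSO alone for no effect and ferristatin control at 100 nM for full effect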
Numbers without * were called inactive; . = not tested or not shown.

SMILES	BCLXL inh	MCL1 BIM primary	MEX-5 binding	Fam108B inh	GSTO1 inh	GLD-1 TGE inh	PAD4 FP inh	PME-1 primary	TPT1 inhibitor
CCN1CCN(C(CNS(=O)(=O)c2ccc(F)cc2)c2cccnc2)CC1 (stereo not drawn)	4	1	0.5	-4	-2	6	-4	5	-3
Cc1noc(/C=C/NCc2cccnc2)c1S(=O)(=O)N(C)CC(=O)N1CCc2ccccc21	4	6	0.2	5	-5	-2	-2	-2	0
COc1ccc(NC(=O)COC(=O)c2ccc3ccccc3n2)cc1	2	-9	.	.	.	-3	-2	1	.
COc1ccccc1N1N=C(c2ccc([N+](=O)[O-])cc2)CC1c1ccccc1 (stereo not drawn)	56*	38	2.2	-9	-39	-2	-64	-22	52*
COc1ccc(-c2csc3nc(-c4ccccc4OC)oc(=O)c23)cc1	4	3	2.1	28*	3	-1	1	-9	0
CCN(CC)C(=O)c1[nH]cnc1C(=O)Nc1ccccc1	5	5	.	.	.	1	0	-1	.
CCOC(=O)c1cnc(-c2ccccc2)nc1Oc1cccc(Cl)c1	7	7	4.8	4	0	4	-3	1	-3
Cc1cc(=O)oc2cc(OCC(=O)OCC(=O)Nc3ccccc3Br)ccc12	3	-1	1.3	5	9	4	1	-6	-4
CCOc1ccc(/C=N/N2CCN(Cc3ccccc3)CC2)cc1	1	-4	1.1	3	6	5	-4	0	0
O=C(COC(=O)c1ccc(S(=O)(=O)N2CCOCC2)cc1)NC1CCCCCC1	2	0	-1.2	4	5	3	2	1	-3
Cc1ccc(Nc2cc(=O)[nH]c(=O)[nH]2)cc1C	5	5	0.5	-1	4	4	0	1	6
CC(C)c1onc(C(=O)NCCc2ccccc2)c1[N+](=O)[O-]	2	3	2.8	2	37*	-2	-1	-1	3
O=C(CSc1ccccn1)N1CCN(C(=O)CSc2ccccn2)CC1	6	3	1.8	-1	12	7	3	6	-1
Cc1ccc(NS(=O)(=O)c2ccc3c(c2)n(C)c(=O)n3C)c(C)c1	1	-1	0.4	0	-22	2	-1	3	0
CCOc1ccc(Oc2ccccc2NC(=O)CN2C(=O)NC3(CCCC3)C2=O)cc1	-7	-7	-0.7	4	3	-1	0	-6	2

Record cards, as listed above. Order of values: BCLXL inh | MCL1 BIM primary | MEX-5 binding | Fam108B inh | GSTO1 inh | GLD-1 TGE inh | PAD4 FP inh | PME-1 primary | TPT1 inhibitor
CCOc1ccc(/C=N/N2CCN(Cc3ccccc3)CC2)cc1 in the list: 1 | -4 | 1.1 | 3 | 6 | 5 | -4 | 0 | 0
CC(C)c1onc(C(=O)NCCc2ccccc2)c1[N+](=O)[O-] in the list: 2 | 3 | 2.8 | 2 | 37* | -2 | -1 | -1 | 3

Next part
SMILES	BCLXL inh	MCL1 BIM primary	MEX-5 binding	Fam108B inh	GSTO1 inh	GLD-1 TGE inh	PAD4 FP inh	PME-1 primary	TPT1 inhibitor
O=C(CCSc1ccc(Cl)cc1)Nc1cccnc1	4	8	-2.2	-1	4	9	1	3	-2
CCOC(=O)CSc1nnc(NC(=O)c2cccc([N+](=O)[O-])c2)s1	8	3	1.2	-2	-22	6	-2	3	1
CC1Cc2cc(S(=O)(=O)N3CCC(C(=O)NCc4ccco4)CC3)ccc2N1C(=O)C1CCC1 (stereo not drawn)	2	1	-3.0	2	-3	4	1	5	-2
COc1ccc(OCC(=O)NNc2nc3ccccc3s2)cc1	-1	-1	-2.3	1	5	6	-2	4	2
O=C(c1cccs1)n1nc(NCc2ccccc2)nc1NCc1ccccc1	-2	-3	-0.8	-2	0	6	0	-4	1
CCOC(=O)c1c(-c2ccccc2)csc1NC(=O)C(C)NCCCN1CCOCC1 (stereo not drawn)	0	-1	0.5	-3	5	2	0	-7	1
Cc1ccc(CNC(=O)c2ccc(CNS(=O)(=O)c3ccc4c(c3)C(C)(C)C(=O)N4C)cc2)o1	0	3	1.8	1	1	7	-6	0	1
CN(C)C(=C(C#N)C#N)N1CCN(c2ccc(Cl)c(Cl)c2)CC1	3	0	1.5	1	-5	4	0	12	4
CCCOc1ccc(C(=O)N/N=C/c2c[nH]c3ccc(Br)cc23)cc1	8	6	2.4	8	-18	10	-4	22	-2
O=C(NCc1cccs1)c1ccc2ccccc2n1	6	3	0.1	-1	2	-3	0	2	0
CC(O)CNc1nc2c(c(=O)n(C)c(=O)n2C)n1CCc1ccccc1 (stereo not drawn)	6	4	-0.7	0	4	2	5	2	0
Cn1cnnc1SCc1nnc(-c2ccccc2Br)o1	2	6	-2.0	-2	10	-11	-3	4	0
CCn1c(CC(=O)Nc2ccc(F)cc2)nnc1SCC(=O)NC1=NCCS1	-5	-2	-0.5	-3	-5	-3	-1	2	-3
CCOc1ccc(CN2CCN(Cc3cnc(N4CCOCC4)s3)CC2CCO)cc1 (stereo not drawn)	0	-1	-1.2	2	-1	-11	-1	-2	-1
CCCn1c(=O)[nH]c(=O)c2c1nc(-c1ccccc1)n2CCN1CCOCC1	-9	-15	.	2	0	2	1	-2	1
CCOc1ccccc1NC(=O)CN1C(=O)NC(Cc2c[nH]c3ccccc23)C1=O (stereo not drawn)	-4	-3	.	.	.	3	-2	6	.
CCN(CC)c1ccc(C2CC(=O)NC3=C2C(=O)CC(C)(C)C3)cc1 (stereo not drawn)	4	11	3.8	-7	-3	4	5	1	3
O=C(C1CCOCC1)N1CCCC(N2CCN(c3cccc(C(F)(F)F)c3)CC2)C1 (stereo not drawn)	-4	-7	-2.0	-1	8	-6	2	-3	-1
COc1ccc(Cl)cc1NC(=O)NCC1CCN(C(=O)OC(C)(C)C)CC1	3	4	-0.5	-2	2	-1	-1	-5	2
C=CCOc1cccc(C(=O)/C=C2/C(=O)Nc3ccccc32)c1	1	7	-2.5	-1	-2	3	-2	-2	-4
Cc1ccc(NC(=O)c2cc([N+](=O)[O-])ccc2N2CCOCC2)cc1S(=O)(=O)N1CCOCC1	-3	-21	-1.6	-6	-2	0	0	7	1
O=C(O)C1C2C=CC(O2)C1C(=O)Nc1ccccc1C(F)(F)F (stereo not drawn)	8	12	-2.2	-2	13	3	-2	3	-4
Cc1n[nH]c(C)c1CNCc1c(C(=O)N2CCCCCCC2)nc2ccc(Cl)cn12	6	6	-0.6	-3	-1	-3	0	2	0
COc1ccc(C(C(=O)NC2CCCC2)N(CCC(C)C)C(=O)CCC(=O)Nc2cc(C)on2)cc1 (stereo not drawn)	-4	2	0.2	-2	2	2	-4	5	0
C=CCSc1nnc(-c2ccccc2NC(=O)CC)c(=O)[nH]1	3	4	3.2	-2	5	0	5	2	-2
C=CCN=C(NC#N)SCC(=O)c1cccc(OC)c1	2	-1	-0.5	1	12	6	2	6	-3
CCN(CC)CCCN=Cc1c(-c2ccccc2)[nH]n(-c2nc3ccccc3s2)c1=O	-6	-2	0.1	1	-50	-5	-10	-7	2
O=C(CCn1c(=S)[nH]c2cc3c(cc2c1=O)OCO3)N1CCc2ccccc2C1	-2	2	2.5	1	15	2	3	7	-2
COc1cc(NC(=O)C(c2ccccc2)c2ccccc2)c(C(=O)O)cc1OC	-1	9	-4.3	2	-14	3	-5	-2	-4
Cc1nn(-c2ccc(Cl)cc2)c(=O)c2ccccc12	5	-5	-1.6	-3	0	-3	-8	0	-1
Cc1sc(NC(=O)CN2CCCC2)nc1-c1ccc2c(c1)CCN2C(=O)c1cccc(F)c1	-1	10	2.6	1	4	1	-5	-1	0
CN1/C(=C\C(=O)CSc2nnc(NCc3ccccc3)s2)C(C)(C)c2ccccc21	7	1	3.0	-6	1	-6	-17	-7	10
Cc1cc(C)c(OCCCCN(C)Cc2ccccc2)c(C)c1	-1	-1	0.7	-3	1	-3	0	-5	1
O=C(NC(NC1CCS(=O)(=O)C1)C(Cl)(Cl)Cl)c1cccc(Cl)c1 (stereo not drawn)	5	0	0.9	2	-6	-2	-3	0	2
Cc1ccc(-c2cnc3cc(C)nn3c2)cc1	-1	-7	-1.1	5	5	-7	-1	-2	3
Cc1cc(C(=O)CN2CCCC2)c(C)n1-c1ccc(Cl)cc1	-1	-6	-1.2	-1	1	3	0	-4	1
CCOc1ccc(NS(=O)(=O)c2cc(C(=O)N3CCN(C(C)=O)CC3)ccc2Cl)cc1	1	9	-2.2	1	-2	2	-3	-9	0
Oc1c(C(c2ccccn2)N2CCCCC2)cc(Cl)c2cccnc12 (stereo not drawn)	4	14	17	2	8	2	-2	9	1
C/C(N)=C(/C#N)C(=O)COC(=O)COc1ccc(Cl)cc1C	1	9	1.5	-1	3	1	5	-4	-2
COC(=O)c1ccc(COc2ccccc2/C=C(\C#N)C(=O)Nc2ccccc2C)cc1	6	4	-0.3	2	10	2	-3	-3	0
N#CC(=C=[N-])/C=C(\C(=O)c1ccccc1)[n+]1ccccc1	-2	4	0.0	-1	4	-1	1	-2	0
CCOC(=O)N1CCC(C(N)=O)CC1	-2	-5	-1.1	3	10	0	-4	0	2
Cc1cc2c(cc1S(=O)(=O)Nc1ccc(F)cc1)n(C)c(=O)c(=O)n2C	1	-1	2.7	3	2	-5	-4	8	-3
O=C(N/N=C/c1ccc(C(=O)O)cc1)C1=NNC(c2ccccc2)(c2ccccc2)C1	6	12	-2.7	2	-5	-7	-3	-4	-1
COC(=O)Cc1c[nH]c2cccc(OCC(O)CN(Cc3ccc([N+](=O)[O-])cc3)C(C)(C)C)c12 (stereo not drawn)	0	0	-0.2	3	1	12	0	1	-4
COc1ccc(N(C(=O)c2ccco2)C(C(=O)NC2CCCC2)c2cccs2)cc1 (stereo not drawn)	5	7	-1.0	1	1	-3	0	0	-4
CC1(C)CC(=O)C2=C(C1)Nc1cc(Cl)ccc1S2	34*	20	-4.9	1	-2	35*	-2	5	0
Nc1nc(Br)c2c(F)cccc2c1-c1ccc(Cl)cc1	-1	-4	-2.4	0	1	4	2	-4	1
CN(C)c1ccc(C(CNS(=O)(=O)c2ccc3ccccc3c2)N2CCOCC2)cc1 (stereo not drawn)	4	7	0.8	-3	9	3	-3	1	1
Nc1nc2ccccc2n1/N=C/c1ccc2c(c1)OCO2	7	9	-2.3	4	-6	-1	-4	12	-2
CCOc1ccc(NC(=S)NC(C)C(c2ccccc2)N2CCN(C)CC2)cc1 (stereo not drawn)	2	6	0.1	1	7	5	4	0	-1
Cc1ccnc(NS(=O)(=O)c2ccc(NC(=O)c3cc(-c4ccc(Br)cc4)nc4ccccc34)cc2)n1	-1	-2	-0.3	-20	-8	3	-6	-26	3
N#CC1=C(SCC(=O)Nc2ccccc2)NC(=O)CC1c1ccco1 (stereo not drawn)	2	2	-4.3	3	-8	3	-2	4	2
CC(C)NCCOc1cccc(Br)c1	-4	-6	-1.5	3	-5	-4	-2	6	4
Cc1c(NC(=O)/C(C#N)=C/c2ccccc2)c(=O)n(-c2ccccc2)n1C	4	4	0.3	1	6	-15	1	-5	2
CC(C)N1CC2(c3ccccc3)CN(C(C)C)CC(c3ccccc3)(C1)C2=O	3	3	-4.6	3	6	5	2	-6	-1
CN(C)CCn1c2c(c(SCC(=O)NCc3ccccc3)nc1=O)CCC2	3	-2	-0.8	0	1	-7	-3	-1	2
N/C(=N\OS(=O)(=O)c1ccc2ccccc2c1)c1ccncc1	-16	-38	3.1	2	10	3	1	2	-2
O=C(Nc1ccc2c(c1)C(=O)NC2=O)c1cccc(Cl)c1	3	3	-1.8	-5	-2	10	-8	-9	3
CCOc1ncccc1C(=O)OCC(=O)NC1CC1	2	4	1.5	-5	-3	-8	1	-2	3
CCc1ccc(-c2nc(CN3CCC(C(=O)N4CCN(c5ccccn5)CC4)CC3)c(C)o2)cc1	-1	-1	.	8	-6	-1	2	1	-1
CN(C)C/C=C/C(O)(c1ccccc1)c1ccccc1	1	2	0.5	-2	-1	0	-1	-1	3

Some of the compounds tested. The share of hits here may be higher or lower than overall.
